Compound activity deposited in PubChem BioAssay by National Center for Advancing Translational Sciences (NCATS).
Cycloheximide cs = counter-screen hit for Shiga toxin inhibitors, cycloheximide. cell reporter, cycloheximide protein synthesis inhibition counterscreen. actives 12% (n = 300,000). max response, %; in the data active means max response mostly above about 13%, no sharp cut-off; inactive means mostly below about 14%; further: read at 38.3 µM for the half of the compounds with a filed dose; 0% is about no effect
Pf growth 96h = inhibits malaria parasite growth, 96 h. actives 6.9% (n = 320,000). Potency, µM (doses to about 28.7 µM), inactives show top-dose activity change, negative = inhibition, actives largely listed as inhibitors. AID 504834. P. falciparum luciferase reporter growth, 96 h; further: potency means the concentration at half of the fitted maximal effect; on the % scale 0 is the no-effect control and ±100 the full control effect
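Erythrocytes infected with luciferase-expressing P. falciparum were dispensed at 2% hematocrit and 0.05% parasitemia (final), then incubated with compounds 96 hours at 37 C in 5% CO2. Luminescence after detection reagent addition reported growth.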
Pf growth 48h = P. falciparum growth inhibition at 48 hours (one generation); P. falciparum luciferase growth in erythrocytes, 48 h; actives 5.9% (n = 310,000); Potency, µM (doses to about 28.7 µM), for inactives: at the highest dose activity change, negative = inhibition, hits mostly inhibitors; AID 504832; further: potency means the concentration at half of the fitted maximal effect; on the % scale 0 is the no-effect control and ±100 the full control effect
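Luciferase-expressing parasites in RBCs, 2% Hct / 0.1% parasitemia final; RPMI 1640 + 0.5% Albumax; 37 C, 5% CO2, one generation; luminescence read-out, lower signal = inhibition.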
Giardia FBPA inh = blocks Giardia fructose-bisphosphate aldolase activity | purified Giardia FBPA | Potency, µM (series often up to 59.6 µM), without a hit: at the highest dose activity, negative = inhibition, actives largely listed as inhibitors | actives 0.71% (n = 290,000); further: potency means the concentration at half of the fitted maximal effect; on the % scale 0 is the no-effect control and ±100 the full control effect; nearly all actives have a fitted effect of over 55% in size
Target sequence (A8B2U2 whole entry, looked up): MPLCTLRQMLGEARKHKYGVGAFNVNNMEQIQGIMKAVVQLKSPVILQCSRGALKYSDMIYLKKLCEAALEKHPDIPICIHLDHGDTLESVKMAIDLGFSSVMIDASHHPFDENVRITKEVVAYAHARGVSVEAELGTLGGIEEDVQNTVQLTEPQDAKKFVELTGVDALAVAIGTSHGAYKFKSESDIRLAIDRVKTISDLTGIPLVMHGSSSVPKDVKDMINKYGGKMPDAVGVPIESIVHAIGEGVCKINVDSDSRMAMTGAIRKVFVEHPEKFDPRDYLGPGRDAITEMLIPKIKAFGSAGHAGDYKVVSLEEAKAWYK
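40 nM FBPA preincubated 10 min at RT with compound (up to 57.5 uM final), then substrate plus GAPDH/TPI/NAD/arsenate coupling and diaphorase/resazurin added. Fluorescence read after 20 min at RT, 525/598 nm.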
HCV inhibitor = inhibitors of hepatitis C virus infection | Huh7.5.1 HCVcc-Cre infection, luciferase reporter, 44 h | Potency, µM (doses to about 41.8 µM), for the others: at the highest dose activity change, negative = inhibition, actives largely listed as inhibitors | actives 3.4% (n = 340,000) | AID 651820; further: potency means the concentration at half of the fitted maximal effect; on the % scale 0 is the no-effect control and ±100 the full control effect
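Infectious HCV cell culture screen: compound-treated cells (1,000/well, pre-plated 4 h) are infected with HCVcc-Cre at roughly 0.5 moi and grown 44 h. Infection is quantified by luciferase signal after 15 min substrate incubation at room temperature.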
Shiga toxin inh = blocks Shiga toxin action in Vero cells. inhibition, % at 38.7 µM. Vero cells, Shiga toxin protein synthesis inhibition reporter. actives 9.2% (n = 290,000); in the data active means inhibition mostly above about 28%, no sharp cut-off; inactive means mostly below about 43%; further: 0% is about no effect
* = called active by the depositor; i = inactive; ? = inconclusive; / = not tested or not shown; + = active, no number; & = joins results of further samples; [ ] = remark or other dose. Unless noted, the call rests on the fitted dose curve; in most records, active means well fitted curve in the direction sought with a large enough effect; inconclusive means small, poorly fitted or top-dose-only effect, or another doubt; inactive means no such curve, though single readings can be large; an effect the other way counts as inactive or inconclusive. No enrichment for hits; overall some 24% were active at least once.

no.	canonical_smiles	Pf growth 48h	Giardia FBPA inh	Cycloheximide cs
1	CSCCC(NC(=O)c1ccccc1Cl)C(=O)NCCOc1ccccc1 (configuration not stated)	-6%	/	/
2	CCc1ccc(NC(=O)c2ccccc2Br)cc1	i	-16%	35*
3	CC(=O)Nc1ccc(C(=O)NNC(=O)C2C3CCCCC32)cc1 (configuration not stated)	-12%	/	-1
4	CC(C)CC1(C(=O)NCCc2c[nH]c3ccccc23)C=CCN1C(=O)c1ccccc1 (configuration not stated)	?	-3%&0%	10
5	O=C(NCCCN1CCOCC1)c1cc(S(=O)(=O)N2CCOCC2)c(Cl)cc1Cl	-16%	/	/
6	COc1cccc(CNC(=O)c2cccc(NC(=O)CC3SC(N4CCCCC4)=NC3=O)c2)c1 (configuration not stated)	-12%	/	/
7	O=C(O)CN1C(=O)/C(=C/c2cccc(Cl)c2)Oc2ccccc21	/	3%	8
8	Cc1cc(C)c(S(=O)(=O)Nc2ccc(O)cc2)c(C)c1	/	-14%	1
9	CCOC(=O)CSc1nc2sc3c(c2c(=O)[nH]1)CC(C)(C)OC3	0%	-8%	-3
10	COc1cccc(C(=O)Nc2nc(-c3ccncc3)cs2)c1	30%[activator]	?	6
11	Cc1nc(CC(=O)N2CCN(c3cccc(C)c3C)CC2)cs1	-11%	-9%	1
12	COc1ccc(C2CC(c3ccccc3)Oc3ccc(C(C)(C)C)cc32)cc1 (configuration not stated)	/	2%&3%	9&-5
13	CCCOc1ccccc1C1CC(=O)NC2=C1C(=O)CCC2 (configuration not stated)	?	3%	-2
14	COc1ccc(C(=O)COC(=O)/C=C/c2ccco2)cc1F	-6%	/	/
15	Cc1ccc(/C=N/N(C)C2=NS(=O)(=O)c3ccccc32)cc1	17%	8%	-2

no.	HCV inhibitor	Shiga toxin inh	Pf growth 96h
1	-12%	/	?
2	8%	61*	i
3	16%	-12	?
4	0%[8.37 µM]	11	10µM*
5	14%	/	-11%
6	-4%	/	?
7	-16%	-2	?
8	4%	-6	-8%
9	6%	-7	9%
10	-11%	31	-24%
11	-10%	8	?
12	/	23&-4	/
13	?	-4	0%
14	-1%	/	25%
15	6%	17	-20%

Going on with the list:
no.	canonical_smiles	Pf growth 48h	Giardia FBPA inh	Cycloheximide cs
16	CCSc1nc2ccccc2c(=O)n1C1CCOC(C)(C)C1 (configuration not stated)	-27%	9%	7
17	CC1CCCN(C(=O)CSc2nnc3ccccn23)C1 (configuration not stated)	17%	/	/
18	COc1ccc(CNC(=O)c2cnn3c(C(F)F)cc(C)nc23)cc1	-4%	4%	-2
19	O=C(Cn1ncc2c(=O)oc3ccccc3c21)NCC1CCCO1 (configuration not stated)	5%	1%	-3
20	C=CCn1c(NCc2ccc3c(c2)OCO3)nc2ccccc21	?	-1%	33*
21	Cc1cccc(N2CCN(c3nc4nonc4nc3N3CCSCC3)CC2)n1	?	3%	7
22	O=C1C(Nc2ccc(O)cc2)=C/C(=N/S(=O)(=O)c2cccs2)c2ccccc21	?	?	21*
23	Cc1ccc(NC(=O)Nc2ccccc2F)cc1S(=O)(=O)N1CCOCC1	?	/	/
24	CCC(CC)C(=O)Nc1cc(C(=O)OC)ccc1C(=O)OC	2%	8%	-2
25	Cc1cc(C)c(S(=O)(=O)N2CCN(C(=O)C(C)Cn3cncn3)CC2)c(C)c1 (configuration not stated)	-2%	1%	-7
26	COc1ccc(/C=N/n2c(=O)[nH]c3c([nH]c4ccc(F)cc43)c2=O)cc1CN1CCCCC1	0%	-4%	-4
27	CCOc1ccc(Nc2nc3ccccc3n3cnnc23)cc1	-16%	1%	5
28	Cc1c(C(=O)N(C)Cc2ccc(OC(F)F)cc2)oc2ccccc12	-9%	/	1
29	CC(C)(C)NS(=O)(=O)c1ccc(CCC(=O)Nc2ccc3c(c2)OCO3)cc1	/	-2%	-3
30	O=C(COc1ccccc1Cl)NCCNC(=O)c1ccncc1	0%	1%	-5

no.	HCV inhibitor	Shiga toxin inh	Pf growth 96h
16	-2%	-2	-17%
17	-4%	/	6%
18	?	2	?
19	16%	-14	?
20	?	+	?
21	2%	-13	-5%
22	3.5µM*	20	0.47µM*
23	?	/	?
24	-22%	-2	-15%
25	8%	-4	-5%
26	-1%	-3	18%
27	?	14	-19%
28	-27%	-3	28%
29	-23%	-6	?
30	13%	-7	?

Carrying on:
no.	canonical_smiles	Pf growth 48h	Giardia FBPA inh	Cycloheximide cs
31	O=C(NC1CC1)c1ccc(CN(c2ccccc2)S(=O)(=O)c2ccccc2)cc1	?	2%	-3
32	Cc1cccc(C)c1NC(=O)NC1CC2CCC(C1)N2Cc1cccs1 (configuration not stated)	-6%	-1%	-1
33	O=C(c1ccc(OC2CCN(Cc3ccccn3)CC2)cc1)N1CCC[C@H]1CO	-1%	/	-2
34	CCn1c(O)c(N=NC(=O)CNC(=O)/C=C/c2ccccc2)c2ccccc21	32%[activator]	/	-5
35	COc1ccc(CN2CCCN(C)CC2)c(OC)c1C	-21%	?	1
36	COc1ccc(CN2c3cc(S(=O)(=O)N4CCOCC4)ccc3N3CCCC32)cc1 (configuration not stated)	/	-14%	-1
37	CC(=O)N1CCN(Cc2nc3ccc(Cl)cc3n2CCO)CC1	26%	4%	-2
38	COc1ccc(NC2(c3ccccc3)OC(=O)c3ccccc32)cc1 (configuration not stated)	16%	4%	-1
39	CC(=O)c1ccc(-c2nc3c4ccccc4ccn3c2C(C)=O)o1	-15%	4%	16
40	O=C(NCc1ccccc1)c1ccc(S(=O)(=O)NCc2ccco2)cc1	11%	12%	38*
41	CCNS(=O)(=O)c1ccc(CCC(=O)N2CCCC2)cc1	?	18%	-1
42	CC[C@H](C)[C@@H]1NC(=O)[C@H](Cc2ccc(O)cc2)NC(=O)[C@@H](N)CSSC[C@@H](C(=O)N2CCC[C@H]2C(=O)N[C@@H](CC(C)C)C(=O)NCC(N)=O)NC(=O)[C@H](CC(N)=O)NC(=O)[C@H](CCC(N)=O)NC1=O	/	7%	-6
43	O=C(O)c1ccc2c(c1)N(Cc1ccccc1)C(=O)c1ccccc1S2=O (configuration not stated)	1%	26%	-5
44	COCCNC(=O)C1CC(=O)N(C2CCCC2)C1 (configuration not stated)	-5%	5%	-3
45	N#C/C(=C\c1ccc(N2CCCCC2)o1)C(=O)Nc1cccc(Br)c1	122%[activator]	0%	58*

no.	HCV inhibitor	Shiga toxin inh	Pf growth 96h
31	-25%	4	-112%
32	-16%	-1	?
33	-8%	32	3.7µM*
34	-26%	-9	?
35	16%	-1	-13%
36	-3%	6	8.3µM*
37	7%	-4	0%
38	-9%	12	51%[activator]
39	-5%	-36	23%
40	-6%	53*	-12%
41	-7%	/	-19%
42	/	8	/
43	2%	11	?
44	11%	-3	?
45	-14%	106*	108%[activator]

The final 7 compounds of the section above are carried over, then new ones follow:
no.	canonical_smiles	Pf growth 48h	Giardia FBPA inh	Cycloheximide cs
39	CC(=O)c1ccc(-c2nc3c4ccccc4ccn3c2C(C)=O)o1	-15%	4%	16
40	O=C(NCc1ccccc1)c1ccc(S(=O)(=O)NCc2ccco2)cc1	11%	12%	38*
41	CCNS(=O)(=O)c1ccc(CCC(=O)N2CCCC2)cc1	?	18%	-1
42	CC[C@H](C)[C@@H]1NC(=O)[C@H](Cc2ccc(O)cc2)NC(=O)[C@@H](N)CSSC[C@@H](C(=O)N2CCC[C@H]2C(=O)N[C@@H](CC(C)C)C(=O)NCC(N)=O)NC(=O)[C@H](CC(N)=O)NC(=O)[C@H](CCC(N)=O)NC1=O	/	7%	-6
43	O=C(O)c1ccc2c(c1)N(Cc1ccccc1)C(=O)c1ccccc1S2=O (configuration not stated)	1%	26%	-5
44	COCCNC(=O)C1CC(=O)N(C2CCCC2)C1 (configuration not stated)	-5%	5%	-3
45	N#C/C(=C\c1ccc(N2CCCCC2)o1)C(=O)Nc1cccc(Br)c1	122%[activator]	0%	58*
46	COC(=O)CC#N	42%	/	/
47	CC(C)OC(=O)Nc1ccc(-c2ccc(NC(=O)OC(C)C)cc2Cl)c(Cl)c1	-9%	2%	-1
48	O=C(NCc1ccc(F)cc1)c1cc(-c2ccncc2)nc2ccccc12	3.7µM*	6%	-1
49	COc1cccc(CNS(=O)(=O)c2c(C(=O)N3CCCCCC3)c(C)n(C)c2C)c1	3%	14%	-1
50	CC(C)Nc1ncnc2c1cnn2Cc1ccc(Cl)cc1	-7%	7%	1
51	C=Cn1ccnc1P(=S)(c1ccccc1)c1nccn1C=C	-9%	-2%	-2
52	CCOC(=O)c1sc(NC(=O)CSc2nnnn2-c2ccc(C)cc2)c(C(=O)OCC)c1C	?	6%	1
53	CCOC(=O)N1CCN(C(=S)Nc2ccccc2C)CC1	1%	-5%	-3
54	Cc1ccc(-c2nc(Nc3ccccc3)n[nH]2)cc1	352%[activator]	-5%	43*
55	NC(=O)c1ccsc1NC(=O)CN1C(=O)NC2(CCCCC2)C1=O	2%	/	/
56	N/C(=N\OC(=O)c1ccc(Br)cc1)c1cccc([N+](=O)[O-])c1	50%[activator]	-10%	26*
57	C=CCn1cc(C(=O)NCc2ccc3c(c2)OCO3)c(=O)c2cc(S(=O)(=O)N(CC)CC)ccc21	12µM*	-1%	-3
58	CCCCc1ccc(NC(=O)CSc2nnc(CNC(=O)c3ccco3)o2)cc1	-3%	8%	2
59	CCCn1c(SCc2nc(N)nc(N3CCCCC3)n2)nc2c1c(=O)n(C)c(=O)n2C	-7%	1%	-6
60	COc1ccc(C2SCC(=O)Nc3c2c(=O)[nH]n3C2CCCCC2)cc1 (configuration not stated)	-12%	2%	-5

no.	HCV inhibitor	Shiga toxin inh	Pf growth 96h
39	-5%	-36	23%
40	-6%	53*	-12%
41	-7%	/	-19%
42	/	8	/
43	2%	11	?
44	11%	-3	?
45	-14%	106*	108%[activator]
46	-11%	/	46%[activator]
47	3%	-5	0%
48	-25%	-7	?
49	10%	1	2%
50	-19%	6	?
51	20%	-2	-17%
52	?	-3	5.2µM*
53	19%	11	-4%
54	3%	83*	/
55	17%	/	7%
56	15%	20*	?
57	?	-8	?
58	2%	-4	?
59	5%	-18	-23%
60	11%	-10	/

Next part.
no.	canonical_smiles	Pf growth 48h	Giardia FBPA inh	Cycloheximide cs
61	COCCNc1nc(CSc2ccccc2)nc2sc(C)c(C)c12	?	-5%	-1
62	CCOc1cc(/C=C2\SC(=Nc3ccc(CC)cc3)NC2=O)ccc1OCC(=O)O	?	13%	-3
63	Cc1cccc(C(=O)NCCCNC(=O)c2cccnc2)c1	18%	0%	-6
64	O=C(N/C(=C\c1ccccc1)C(=O)N1CCCCC1)c1ccco1	20%	0%	-2
65	O=C(N/N=C/c1cccc([N+](=O)[O-])c1)c1ccc(CN2CCOCC2)cc1	-2%	-1%	-3
66	COc1ccccc1OCCCCOc1ccccc1F	27%	-5%	34*

no.	HCV inhibitor	Shiga toxin inh	Pf growth 96h
61	25µM*	11	?
62	-3%	-4	4%
63	22%	-14	7%
64	8%	-9	-13%
65	-11%	13	44%[activator]
66	-16%	75	34%[activator]
